# LMPTP inh: LMPTP phosphatase inhibitors, primary screen, biochemical, fluorescence intensity, uHTS; recombinant LMPTP-A, OMFP fluorogenic substrate; 0.22% of 360,000 active; inhibition, % at 20 µM; AID 651560, 2012;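 active means compounds that cut the enzyme signal by at least half of the control window in the single-dose screen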;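 further: plate controls were DMSO wells with enzyme plus substrate for no effect and substrate without enzyme for full effect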
# Target sequence (P24666 whole entry, looked up): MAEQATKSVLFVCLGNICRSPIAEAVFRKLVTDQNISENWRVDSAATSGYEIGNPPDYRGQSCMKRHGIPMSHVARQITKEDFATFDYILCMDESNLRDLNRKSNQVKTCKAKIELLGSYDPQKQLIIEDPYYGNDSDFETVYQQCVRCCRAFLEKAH
#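 material = LMPTP-A | quantity = 0.625 nM enzyme | reagent = OMFP substrate, 400 µM final | buffer or medium = Bis-Tris pH 6.0, DTT, detergent | detection = endpoint fluorescence intensity from OMFP dephosphorylation | dosing = single 20 µM dose | read-out basis = % inhibition relative to no-enzyme and uninhibited control wells | control set = no-enzyme and uninhibited controls | timing = 50 min at room temperature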
# STEP inh: STEP phosphatase inhibitors, primary screen, biochemical, fluorescence intensity, uHTS. Tyrosine-protein phosphatase non-receptor type 5 (Homo sapiens), P54829. recombinant STEP, OMFP fluorogenic substrate. inhibition, % at 20 µM. 0.25% of 360,000 active;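 active means inhibition at 20 µM, scaled per plate between control wells, above about 37%, limit read from the data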;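 further: 0% = DMSO with enzyme and substrate and 100% = substrate only without enzyme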
# Target sequence (P54829 whole entry, looked up): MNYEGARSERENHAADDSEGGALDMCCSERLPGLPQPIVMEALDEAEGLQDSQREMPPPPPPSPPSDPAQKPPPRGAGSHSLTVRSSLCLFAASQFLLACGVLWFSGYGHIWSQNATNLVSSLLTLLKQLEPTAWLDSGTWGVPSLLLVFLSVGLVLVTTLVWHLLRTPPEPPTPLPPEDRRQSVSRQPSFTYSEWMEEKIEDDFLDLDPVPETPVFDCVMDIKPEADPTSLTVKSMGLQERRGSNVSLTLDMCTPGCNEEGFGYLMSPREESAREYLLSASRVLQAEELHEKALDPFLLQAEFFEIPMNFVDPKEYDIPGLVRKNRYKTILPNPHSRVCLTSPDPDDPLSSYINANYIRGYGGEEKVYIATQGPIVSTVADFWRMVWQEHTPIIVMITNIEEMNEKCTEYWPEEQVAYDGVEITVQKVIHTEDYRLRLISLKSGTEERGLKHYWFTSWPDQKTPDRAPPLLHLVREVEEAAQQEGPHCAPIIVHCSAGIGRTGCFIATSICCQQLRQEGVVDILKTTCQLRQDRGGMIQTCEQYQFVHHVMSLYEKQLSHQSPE
#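 Assay system: isolated STEP enzyme / Timing: 20 min at room temperature, dark / Doses: 20 µM, 1% DMSO / Technique: fluorescence intensity, excitation 480 nm, emission 540 nm / Reagent: fluorogenic phosphatase substrate OMFP at 25 µM final / Measure: percent inhibition scaled to no-enzyme and uninhibited-enzyme controls, plate-pattern corrected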
# NadD block: inhibitors of S. aureus NadD, primary screen, biochemical, colorimetric, uHTS. AID 602399, 2012. inhibition, % at 20 µM. 0.78% of 360,000 active. Nicotinate-nucleotide adenylyltransferase NadD (Staphylococcus aureus N315). purified NadD enzyme, colorimetric absorbance read-out; in the data active means inhibition above about 26%; further: some compounds past the cut are filed as inactive
# SKN-1 block: suppressors of acrylamide-induced Pgst-4::GFP reporter in worms, primary screen, SKN-1 inhibitor project, whole organism, uHTS, GFP/RFP fluorescence ratio, strain VP596. AID 624304, 2012. inhibition, % at 21.8 µM. 0.49% of 360,000 active. C. elegans VP596 Pgst-4::GFP/RFP ratio, 24 h;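 active means interference check ratio from 0.5 to 1.5 plus GFP to RFP signal ratio inhibition reaching or exceeding a fixed threshold, cut at about 30% in these data, passing the limit was not always enough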; further: some compounds called inactive have numbers as strong as hits
# NRP1-CendR mod: modulators of CendR peptide binding to NRP-1, primary screen, biochemical, fluorescence polarization, uHTS; Neuropilin-1 (Homo sapiens), O14786; FAM-RPARPAR peptide binding to NRP-1; inhibition, % at 25 µM; 0.85% of 360,000 active; AID 602438, 2012;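 active means inhibition or corrected inhibition above about 18%, plus a signal ratio from 0.5 to 1.5, limit read from the data, passing the limit was not always enough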; further: strong numbers were not always called active
# TbMetRS inhib: T. brucei MetRS inhibitors, primary screen, biochemical, luminescence. purified T. brucei MetRS, ATP depletion, Kinase-Glo luminescence. inhibition, % at 11.9 µM. 0.4% of 360,000 active;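 active means inhibition above a per-plate cutoff of the control wells' mean inhibition plus 3 SD, cut at about 5.5% in these data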;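 further: 0% = DMSO wells median and 100% = median of wells with control inhibitor compound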
#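 System: purified T. brucei MetRS enzyme / Detection: Kinase-Glo luciferase luminescence reporting remaining unconsumed ATP / Medium: HEPES buffer with MgCl2, KCl, DTT, spermine, BSA, pyrophosphatase / Replication: singlicate, one well per compound / Evaluation: percent inhibition relative to median high and low control wells / Schedule: 2 h aminoacylation at 25 °C after 15 min preincubation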
# SUMO1 PPI mod: modulators of SUMO1 protein-protein interactions, primary screen, biochemical, uHTS; 0.33% of 360,000 active; SUMO1 binding to a labelled peptide, TR-FRET, 1 h; Small ubiquitin-related modifier 1 (Homo sapiens), P63165; inhibition, % at 20 µM; in the data active means inhibition above about 37%
# Target sequence (P63165 whole entry, looked up): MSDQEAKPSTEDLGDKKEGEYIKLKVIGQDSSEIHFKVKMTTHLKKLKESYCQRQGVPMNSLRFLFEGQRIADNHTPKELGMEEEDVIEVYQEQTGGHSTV
# Neddyl block: inhibitors of cullin neddylation, primary screen, biochemical, TR-FRET, uHTS, NAE and Ubc12. AID 651699, 2012. calls only at 25 µM. 0.58% of 360,000 active. NEDD8-conjugating enzyme Ubc12 (Homo sapiens) + NEDD8-activating enzyme E1 regulatory …; in the data active means inhibition above about 36%
# Scp-1 inhibitor: Scp-1 phosphatase inhibitors, primary screen, biochemical, colorimetric, uHTS. Carboxy-terminal domain RNA polymerase II polypeptide A small phosphatase 1 (Homo …. Recombinant Scp1, phosphopeptide, malachite green phosphate absorbance. inhibition, % at 20 µM. 0.88% of 340,000 active;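 active means inhibition above about 50% at 20 µM, limit read from the data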;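 further: plate controls were DMSO wells with enzyme for no effect and wells lacking enzyme for full effect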
# Target sequence (Q9GZU7 76-261 limits assumed): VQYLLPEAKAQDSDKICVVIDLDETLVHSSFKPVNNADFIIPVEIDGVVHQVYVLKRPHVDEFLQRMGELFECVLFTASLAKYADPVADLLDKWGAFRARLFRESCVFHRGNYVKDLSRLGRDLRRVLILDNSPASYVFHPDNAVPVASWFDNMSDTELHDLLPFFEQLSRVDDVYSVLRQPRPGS
#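 Test system – truncated SCP-1 phosphatase (76-261aa) · Reagent – Phosphorylated 17-residue peptide substrate · Incubation – 45 min room-temperature reaction, 5 min colour, 30 min stabiliser · Detection – colorimetric phosphate reagent with accelerator and stabiliser, absorbance at 630 nm · Measure – % inhibition at 20 µM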
# DNMT1 inh: human DNMT1 methyltransferase inhibitors, primary screen, biochemical, molecular beacon, fluorescence, HinP1I cleavage, uHTS. DNA (cytosine-5)-methyltransferase 1 (Homo sapiens), P26358. 0.83% of 360,000 active. inhibition (reported as % activation of signal), % at 10 µM; in the data active means inhibition above about 50%
# * hit, by the source's call; i = inactive; + = active, no number.
SMILES,LMPTP inh,STEP inh,NadD block,SKN-1 block,NRP1-CendR mod,TbMetRS inhib,SUMO1 PPI mod,Neddyl block,Scp-1 inhibitor,DNMT1 inh
COC(=O)C1=C(C)N(CCc2ccc(OC)c(OC)c2)C(=O)/C1=C\N(C)C,-0.5,0,-2,-13,-13,-0.1,4,i,-4,0
CCCCCC/C=N/Nc1nnc(Cc2ccc(OC)c(OC)c2)c(=O)[nH]1,-0.1,0,-8,12,-5,-1.1,1,i,9,1
CCN(C(=O)CN1C(=O)NC2(CCCc3ccccc32)C1=O)c1ccc(F)cc1 (stereo unspecified),-0.7,1,-3,6,3,-0.3,-1,i,-10,5
CCOc1ccc(-c2nc(-c3cccnc3)no2)cc1,-0.1,-1,-2,53*,-3,-0.6,-2,i,-7,3
CN1CCN(C(=O)c2ccc3c(=O)n(CCc4ccccc4)c(=S)[nH]c3c2)CC1,-7.0,0,-7,15,-5,0.7,41*,i,-3,1
Cc1ccc(C)c(NC(=O)COc2coc(CN3CCc4ccccc43)cc2=O)c1,2.9,7,-2,4,-11,-0.4,-2,i,3,0
Cc1cc(Cl)ccc1OCCCC(=O)OCC(=O)c1c(N)n(C)c(=O)n(C)c1=O,4.1,0,-9,-5,1,-0.3,8,i,-14,-4
Cc1ccc2nc(N(CCN3CCOCC3)C(=O)CCS(=O)(=O)c3ccccc3)sc2c1,0.4,-2,-4,1,12,-0.4,7,i,-3,-1
Cc1ccc([C@@H]2[C@@H]3C(=O)N(C)C(=O)[C@@H]3[C@]3(Cc4ccccc4)C(=O)N(Cc4ccccn4)CC(=O)N23)o1,-2.1,-4,-1,0,23,-0.3,2,i,-4,7
Cc1cccc(N(C(=O)CCC(=O)Nc2ccccn2)C(C(=O)NC(C)C)c2ccc(F)cc2)c1 (stereo unspecified),-0.8,-2,-3,12,4,-0.4,-4,i,-10,-2

# Brought forward from above: two compounds, then new ones.
SMILES,LMPTP inh,STEP inh,NadD block,SKN-1 block,NRP1-CendR mod,TbMetRS inhib,SUMO1 PPI mod,Neddyl block,Scp-1 inhibitor,DNMT1 inh
Cc1ccc([C@@H]2[C@@H]3C(=O)N(C)C(=O)[C@@H]3[C@]3(Cc4ccccc4)C(=O)N(Cc4ccccn4)CC(=O)N23)o1,-2.1,-4,-1,0,23,-0.3,2,i,-4,7
Cc1cccc(N(C(=O)CCC(=O)Nc2ccccn2)C(C(=O)NC(C)C)c2ccc(F)cc2)c1 (stereo unspecified),-0.8,-2,-3,12,4,-0.4,-4,i,-10,-2
CCCOc1ccc(C(=O)Nc2cc(S(=O)(=O)N3CCOCC3)ccc2N2CCN(CC)CC2)cc1OC,-8.4,0,-10,3,-11,-0.2,-16,i,-2,-3
CC1CCCC(C)N1CC(O)COCC1COc2ccccc2O1 (stereo unspecified),-2.0,2,-5,6,8,-1.4,4,i,-7,3
Oc1ccc(/C=N/n2c3ccccc3c3ccccc32)cc1,1.6,-5,-3,13,5,-0.2,0,i,-5,-9
O=C(NC(=O)c1c(Cl)cccc1Cl)Nc1ccc(Oc2cccnc2)nc1,-0.4,-3,-1,-1,-12,-0.9,0,i,-11,-4
CCC(c1nnnn1Cc1ccc(F)cc1)N1CCN(C)CC1 (stereo unspecified),0.3,0,3,-5,-10,-1.2,-3,i,1,-5
CCOc1cc(N2CCOCC2)c(OCC)cc1NC(=O)CCC1CCCC1,0.9,2,0,-3,3,-0.4,2,i,3,-3
COc1ccc(NS(=O)(=O)c2cccc(-c3nnc4n3CCCCC4)c2)cc1,-0.1,2,9,17,-3,0.6,-1,i,3,0
O=c1c(Cl)c(N2CCN(S(=O)(=O)c3ccccc3)CC2)cnn1-c1ccccc1,-1.6,-3,1,2,-1,0.0,2,i,-2,6
O=C(NCc1ccc(F)cc1)c1ccc(CS(=O)(=O)Cc2ccc(F)cc2)o1,-1.6,1,2,-2,-1,0.4,-1,i,6,0
COc1ccc(Cl)cc1C(=O)NCc1ccco1,-1.1,-4,-8,1,-2,-0.3,0,i,-14,4

# Full records from above. Order of values: LMPTP inh	STEP inh	NadD block	SKN-1 block	NRP1-CendR mod	TbMetRS inhib	SUMO1 PPI mod	Neddyl block	Scp-1 inhibitor	DNMT1 inh
# Oc1ccc(/C=N/n2c3ccccc3c3ccccc32)cc1 is entered as 1.6	-5	-3	13	5	-0.2	0	i	-5	-9
# COc1ccc(NS(=O)(=O)c2cccc(-c3nnc4n3CCCCC4)c2)cc1 is entered as -0.1	2	9	17	-3	0.6	-1	i	3	0

# New compounds follow.
SMILES,LMPTP inh,STEP inh,NadD block,SKN-1 block,NRP1-CendR mod,TbMetRS inhib,SUMO1 PPI mod,Neddyl block,Scp-1 inhibitor,DNMT1 inh
O=C(NC1=NCCS1)c1cccc(S(=O)(=O)N2CCOCC2)c1,0.1,0,3,0,10,-0.6,3,i,-6,-3
COc1cccc(OC)c1C(=O)Nc1cc(C)on1,-0.5,-4,-4,-37,1,-0.5,3,i,3,5
Cc1[nH]c(C)c(S(=O)(=O)NCc2ccco2)c1C(=O)N1CCCCC1,-0.7,3,3,5,5,0.3,1,i,-6,3
CC(CC(=O)Nc1ccc(Cl)c(S(=O)(=O)N2CCOCC2)c1)c1ccccc1 (stereo unspecified),1.0,-2,-7,-7,3,0.1,-2,i,-5,-1
CN(C)C=Nc1ncc2c([nH]c3ccccc32)c1C#N,-0.9,-1,-7,16,2,-0.5,2,i,-5,-8
Cc1cccc(OC(=O)c2ccc3nccnc3c2)c1,0.3,0,-1,-17,-6,0.1,-21,i,-5,-1
COc1ccc(NC(=S)NNC(=O)Cn2nc(C(F)F)cc2C(F)F)cc1,0.4,1,2,4,-11,-0.6,1,i,-5,-3
CN(Cc1ccccc1)S(=O)(=O)c1ccc(Cl)c(C(=O)NCc2ccc3c(c2)OCO3)c1,1.9,2,-7,4,-20,-0.3,-1,i,-2,-8
CCN1C(=O)c2ccccc2Sc2ccc(C(=O)NC(C)C)cc21,-1.9,0,-5,-6,-8,0.6,-2,i,-13,1
O=C1Nc2ccccc2/C1=N\c1sc2c(c1C(=O)Nc1ccccc1)CCCC2,1.0,0,10,-4,-2,-0.4,-6,i,-7,-30

# SKN-1 block, what is marked active above
SMILES,LMPTP inh,STEP inh,NadD block,SKN-1 block,NRP1-CendR mod,TbMetRS inhib,SUMO1 PPI mod,Neddyl block,Scp-1 inhibitor,DNMT1 inh
CCOc1ccc(-c2nc(-c3cccnc3)no2)cc1,-0.1,-1,-2,53*,-3,-0.6,-2,i,-7,3

# More compounds follow.
SMILES,LMPTP inh,STEP inh,NadD block,SKN-1 block,NRP1-CendR mod,TbMetRS inhib,SUMO1 PPI mod,Neddyl block,Scp-1 inhibitor,DNMT1 inh
O=C(c1cn(-c2ccccc2)nc1-c1cccs1)N1CCN(c2ccccc2)CC1,2.1,2,0,-4,3,-0.5,2,i,-7,-8
Cc1ccc(-c2csc3nc(C(C)C)oc(=O)c23)c(C)c1,1.5,4,-1,-5,-2,-1.5,-1,i,-15,13
O=C1OCC2=C1C(c1ccc(F)cc1)c1cc3c(cc1N2)OCO3 (stereo unspecified),-0.5,-1,-4,-2,4,0.1,-16,+,-7,7
CCc1c(C)nc2c(-c3ccccc3)c[nH]n2c1=O,-0.7,1,1,13,-3,-0.4,7,+,0,-1
CCOC(=O)Nc1ccc2c(c1)N(C(=O)CN(C)C)c1ccccc1CC2,-1.2,2,0,-9,1,-0.3,2,i,1,1
COc1ccc(CCC(=O)NNC(=O)c2cc(Cl)ccc2OC)cc1OC,-0.9,-4,-4,9,11,3.5,6,i,-12,-2
COc1cccc(CN(C)CC(=O)Nc2sc3c(c2C#N)CCC3)c1,1.2,0,-5,7,-22,-0.7,2,i,-3,-1
CCc1nn(C(CC)C(=O)NCC(C)c2ccccc2)c(=O)c2cc3occc3n12 (stereo unspecified),4.0,-2,-3,10,-4,0.6,1,i,-6,1
Cc1nc(N2CCN(c3ccccn3)CC2)c2c(C)c(C(=O)Nc3c(C)cc(Br)cc3C)sc2n1,3.1,3,30,5,-1,0.9,-61,i,8,-3
Cc1c(NC(=O)C(C)N2C(=O)NC3(CCC(C)CC3)C2=O)c(=O)n(-c2ccccc2)n1C (stereo unspecified),-0.2,-1,3,15,-1,-0.5,4,i,1,1

# Entries from the list above that have a cyano group, in the order listed:
SMILES,LMPTP inh,STEP inh,NadD block,SKN-1 block,NRP1-CendR mod,TbMetRS inhib,SUMO1 PPI mod,Neddyl block,Scp-1 inhibitor,DNMT1 inh
CN(C)C=Nc1ncc2c([nH]c3ccccc32)c1C#N,-0.9,-1,-7,16,2,-0.5,2,i,-5,-8
COc1cccc(CN(C)CC(=O)Nc2sc3c(c2C#N)CCC3)c1,1.2,0,-5,7,-22,-0.7,2,i,-3,-1

# (list continues)
SMILES,LMPTP inh,STEP inh,NadD block,SKN-1 block,NRP1-CendR mod,TbMetRS inhib,SUMO1 PPI mod,Neddyl block,Scp-1 inhibitor,DNMT1 inh
CS(=O)(=O)c1nc(-c2ccc(Br)cc2)cc(-c2ccccc2)c1C#N,-0.6,1,12,-2,3,-0.9,-11,i,-15,13
O=C(c1cc2cc(Cl)ccc2o1)N1CCCCCC1,-0.5,1,1,13,4,0.0,-1,i,-12,0
O=C(O)c1ccccc1CSc1ncn[nH]1,0.2,-3,0,7,15,-0.9,0,i,-11,4
CCCCC(CC)COP(=O)(OCC(CC)CCCC)OCC(CC)CCCC (stereo unspecified),1.4,2,1,9,-2,0.1,3,i,-3,3
Cc1nnc(C)c2c(C)n(-c3ccc(Cl)c(N)c3)c(C)c12,17,1,5,-4,-3,-0.6,-13,i,-12,-8

# Screening data (PubChem)

# The order is random. About 4.6% of those tested had a hit in this group.
